Screening results from PubChem BioAssay.
697 NFkB inh: inhibitors of the PMA/ionomycin-induced NF-kB reporter in 697 B cells. 697 B-cell NF-kB luciferase reporter, 16 h. inhibition, % at 4 µM. actives 0.33% (n = 330,000). AID 435022; in the data active = inhibition above about 35%
CCR6 antagonist: CCR6 (human) receptor antagonism; AID 493098; inhibition, % at 20 µM; CHO-K1 CCR6 PathHunter beta-arrestin, luminescence, CCL20-stimulated; actives 0.49% (n = 340,000);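 active = compounds whose inhibition of the agonist-driven luminescence signal at 20 µM reaches about 50%, limit read from the data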;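 note: cells stimulated with CCL20 at 14 nM final; plate controls were DMSO with CCL20 for no effect and DMSO without agonist for full effect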
Target sequence (P51684 whole entry, looked up): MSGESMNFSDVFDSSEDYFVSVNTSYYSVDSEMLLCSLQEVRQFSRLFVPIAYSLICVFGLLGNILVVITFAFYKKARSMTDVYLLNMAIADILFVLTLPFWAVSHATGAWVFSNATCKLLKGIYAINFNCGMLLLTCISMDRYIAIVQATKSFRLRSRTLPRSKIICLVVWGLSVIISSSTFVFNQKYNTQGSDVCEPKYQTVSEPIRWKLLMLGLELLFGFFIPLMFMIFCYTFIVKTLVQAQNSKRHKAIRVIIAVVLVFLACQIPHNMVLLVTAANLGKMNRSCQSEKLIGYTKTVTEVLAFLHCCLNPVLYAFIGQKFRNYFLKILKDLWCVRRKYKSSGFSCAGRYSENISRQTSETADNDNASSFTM
Jurkat NFkB inh: inhibitors of the PMA/ionomycin-induced NF-kB reporter in Jurkat cells; inhibition, % at 4 µM; PMA/ionomycin-induced NF-kB luciferase reporter, luminescence; actives 0.53% (n = 330,000); AID 435003; in the data active = inhibition above about 50%
APJ antag: antagonists of human APJ apelin receptor; P35414; CHO-K1 APJ beta-arrestin complementation, luminescence; inhibition, % at 20 µM; actives 0.32% (n = 330,000); AID 2521;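 active = inhibition above about 40% at 20 µM, limit read from the data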;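 note: cells challenged with 10 nM apelin-13 agonist together with compound; plate controls were apelin-13 plus DMSO wells for no effect and DMSO wells lacking apelin-13 for full effect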
Gli-Sufu antag: blocks Gli-Sufu signaling in a luciferase reporter. actives 0.74% (n = 340,000). AID 588413. Sufu-KO-LIGHT fibroblasts, Gli luciferase reporter luminescence. inhibition, % at 5 µM;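 active = inhibition above about 55%, limit read from the data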;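 note: 0% = DMSO-treated cells and 100% = wells with medium but no cells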
UBC13 inh: blocks human UBC13 polyubiquitin chain formation; inhibition, % at 20 µM; TR-FRET; actives 0.47% (n = 330,000); in the data active = inhibition above about 45%, passing the limit was not always enough
Target sequence (P61088 whole entry, looked up): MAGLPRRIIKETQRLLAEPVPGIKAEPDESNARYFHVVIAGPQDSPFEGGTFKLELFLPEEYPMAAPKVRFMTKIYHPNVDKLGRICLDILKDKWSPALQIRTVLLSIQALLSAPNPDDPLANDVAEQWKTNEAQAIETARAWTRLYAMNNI
EBI2 antag: antagonists of human EBI2 receptor; EBI2 beta-arrestin recruitment, luminescence, 7a,25-OHC stimulated; AID 651636; actives 0.81% (n = 360,000); inhibition, % at 5 µM; in the data active = inhibition above about 38%;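 note: enzyme fragment complementation signal reports receptor beta-arrestin coupling in cells; 0% = agonist plus DMSO wells and 100% = wells without agonist; some results beyond the cut were filed as inactive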
CXCR6 inh: inhibitors of human CXCR6 receptor; CHO-K1 PathHunter CXCR6 beta-arrestin, luminescence; inhibition, % at 20 µM; AID 602244; actives 0.36% (n = 360,000); in the data active = inhibition above about 34%, passing the limit was not always enough;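 note: antagonist mode with CXCL16 agonist at 10 nM final; 0% = 10 nM CXCL16 with DMSO and 100% = unstimulated wells without agonist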
Target sequence (O00574 whole entry, looked up): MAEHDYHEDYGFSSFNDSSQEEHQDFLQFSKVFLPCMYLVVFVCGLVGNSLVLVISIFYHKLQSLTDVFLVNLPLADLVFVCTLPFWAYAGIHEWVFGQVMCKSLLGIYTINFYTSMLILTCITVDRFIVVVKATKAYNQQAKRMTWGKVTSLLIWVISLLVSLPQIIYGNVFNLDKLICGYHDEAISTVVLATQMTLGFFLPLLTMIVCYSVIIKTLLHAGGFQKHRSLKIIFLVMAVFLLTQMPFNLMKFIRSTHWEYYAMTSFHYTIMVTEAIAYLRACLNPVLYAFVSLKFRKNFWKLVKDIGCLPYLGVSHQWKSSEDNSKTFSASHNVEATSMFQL
Numbers without * were called inactive; · = not tested or not shown.

SMILES	697 NFkB inh	CCR6 antagonist	Jurkat NFkB inh	APJ antag	Gli-Sufu antag	UBC13 inh	EBI2 antag	CXCR6 inh
COc1ccc(CN2CC(=O)N3[C@H]4c5ccccc5OC[C@@H]4[C@H](c4ccccc4)[C@]3(C)C2=O)cc1	2	10	-10	-2	0	4	12	12
CC(C)C(=O)Nc1ccc(C(=O)NNC(=S)NC(=O)c2ccco2)cc1	21	25	0	17	1	-6	1	6
O=C(Nc1ccc2c(c1)CCC2)c1ccccc1	-242	-3	-159	-1	-118	4	-2	4
CCc1cccc(C)c1NC(=O)c1cc(-c2ccncc2)nc2ccccc12	-3	3	1	-39	-4	-10	-4	-3
CCn1c(C(=O)NCCCc2ccccc2)cc2sccc21	0	21	1	11	-14	8	12	8
CCOC(=O)C1CCN(Cc2ccccn2)CC1	12	·	18	10	·	-6	·	·
CCCCn1c(N)c(N(CCOC)C(=O)CC(NC(=O)c2ccccc2)c2ccccc2)c(=O)[nH]c1=O (stereo not drawn)	12	3	5	-2	-9	-2	-2	8
CCOc1ccc(NC(=S)N2CCN(C/C=C/c3ccccc3)CC2)cc1	4	4	-8	2	3	7	27	8
N#C/C(=C\c1cn(Cc2ccccc2C#N)c2ccccc12)C(=O)NCc1cccs1	-9	·	-4	-2	·	-26	·	·
CCOc1cc(OCC)cc(C(=O)Nc2cccc(C(C)=O)c2)c1	6	5	-1	10	0	-3	-5	8
CC(C)(C)c1ccc(C(=O)NCC(=O)N2CCNC(=O)C2)cc1	-15	14	10	4	41	2	0	-2
COC(=O)C1Sc2[nH]c(=O)sc2C(c2ccc(Cl)cc2)C1C(=O)OC (stereo not drawn)	1	8	-8	-60	5	-4	-5	4
COC(=O)Nc1ccc(S(=O)(=O)NNC(=O)c2c(O)c3ccccc3n(C)c2=O)cc1	-14	-2	-1	8	-17	-6	-7	0
Cc1c(Cl)cccc1NC(=O)COC(=O)C12CC3CC(CC(O)(C3)C1)C2	16	17	-1	6	-7	-8	-10	2
N#CC(=Cc1ccncc1)c1ccccc1	·	17	·	·	1	·	2	-8
CC(C)(C)c1ccc(C(=O)NCCC(=O)Nc2cc(Cl)ccc2N2CCOCC2)cc1	-11	8	-6	-19	8	10	22	13
Cc1ccc2nc(-c3ccc(O)cc3)oc2c1	-224	-7	-134	-25	-98	4	-2	-7
O=C(CNC(=O)c1cccs1)c1ccc(Cl)cc1	-126	12	-117	-24	-75	4	11	10
CCOc1ccccc1/C=C/C(=O)c1ccc(Cl)cc1	0	10	-19	6	-12	5	12	5
Cc1[nH]c(=S)c(C#N)c(-c2ccco2)c1C(=O)N(C)C	9	10	-4	-8	-3	-15	2	9
O=C1C=Cc2cccc3ccc(O)c1c23	·	11	·	·	-6	·	-7	8
Cc1cc(Cl)c(S(=O)(=O)NCC2CCCO2)cc1OCC(N)=O (stereo not drawn)	-19	-6	-3	13	3	-11	-8	-4
CSc1ccccc1OCc1cc(C(=O)N2CCC(c3ccncc3)CC2)no1	-33	·	17	-6	·	-3	-3	-5
O=C(CNS(=O)(=O)c1cccs1)N1CCN(c2ccccn2)CC1	6	11	4	12	-7	-2	0	-7
O=C(CN1CCOCC1)Nc1cccc(S(=O)(=O)N2CCCCCC2)c1	8	6	-5	-7	-13	-1	1	3
C=CCn1nc([N+](=O)[O-])nc1Sc1cccc2cccnc12	-17	64*	10	27	68*	-20	36	47*
CCCn1c(SCC(=O)Nc2ccc(OCC)cc2)nnc1C(C)C	-5	11	-11	-9	-5	-5	-1	6
COc1ccccc1CNC(=O)COC(=O)c1cnccn1	16	6	11	-3	26	4	-2	-1
Cc1ccc(Oc2ccc(Cl)cc2NC(=O)c2cnccn2)cc1	-25	8	1	-5	7	9	-1	-3
CC(C)(CC(=O)O)CC(=O)Nc1ccc2c(c1)ncn2CCc1ccccc1	11	-8	-1	17	5	-2	-8	3
COc1ccccc1S(=O)(=O)Cc1ccc(C(=O)NC2CCCCC2)o1	8	5	3	-5	10	-3	4	-8
COc1cc(C2C(C#N)=C(C)NC3=C2C(=O)CC(C)(C)C3)cc(OC)c1O (stereo not drawn)	-8	-4	29	11	-5	-7	5	3
COc1cccc(C2c3cc4c(cc3OC(NNC(N)=O)C2C)OCO4)c1O (stereo not drawn)	·	-9	·	·	9	·	-9	-5
Cc1ccc(NS(=O)(=O)c2ccc(Cl)c(C(=O)O)c2)cc1S(=O)(=O)N1CCOCC1	10	12	-11	11	-3	-5	-4	2
CSc1sc(C(=O)N2CCCCC2)c(-c2cccs2)c1C#N	-1	-2	-7	14	9	14	-3	-3
CCOc1ncccc1C(=O)NCC1COc2ccccc2O1 (stereo not drawn)	-19	5	-5	-11	0	-6	3	3
COc1ccc(CNC(=O)c2cccnc2SC)cc1OC	-18	4	-5	-11	-7	-14	-7	-2
COc1ccc(CC(=O)Nc2ccc(S(=O)(=O)Nc3cc(C)on3)cc2)cc1	4	-3	-1	-3	3	-2	-13	-7
CC(=O)Nc1ccc(NCC(=O)c2ccccc2)cc1	-1	28	6	11	-18	3	-15	51*
COc1cc(OC)cc(C(=O)Nc2cccc3c2CCCC3)c1	-9	23	-8	11	7	-5	0	-1

Two of the compounds above, with two lines to a compound:
Results follow in this order: 697 NFkB inh, CCR6 antagonist, Jurkat NFkB inh, APJ antag, Gli-Sufu antag, UBC13 inh, EBI2 antag, CXCR6 inh
> C=CCn1nc([N+](=O)[O-])nc1Sc1cccc2cccnc12
    -17, 64*, 10, 27, 68*, -20, 36, 47*
> CCCn1c(SCC(=O)Nc2ccc(OCC)cc2)nnc1C(C)C
    -5, 11, -11, -9, -5, -5, -1, 6

New compounds follow.
SMILES	697 NFkB inh	CCR6 antagonist	Jurkat NFkB inh	APJ antag	Gli-Sufu antag	UBC13 inh	EBI2 antag	CXCR6 inh
C=CCNc1nc(NC(C)(C)CO)nc(OC)n1	6	12	4	9	-1	2	-3	0
Cc1cccc(C(=O)NCC(=O)N(C)CC(=O)Nc2ccc(N3CCOCC3)cc2)c1	17	5	4	-2	-11	-9	4	6
Cc1ccc(-n2nc(C)c3c(C)c(CCC(=O)O)c(C)nc32)cc1C	2	15	6	1	3	8	3	-1
CC(C)Cc1nc2oc3c(=O)[nH]cnc3c2c2c1CCC2	1	14	-8	11	7	9	-9	5
CC1(C)Cc2c(cnn2-c2ccc(F)cc2)C(NC(=O)CN2CCCCC2=O)C1 (stereo not drawn)	18	8	2	19	8	1	-2	-9
C/C(CC(=O)Nc1ccccc1[N+](=O)[O-])=N\NC(=O)COc1ccccc1C	7	-12	-8	7	4	-3	-4	-6
CCOC(=O)CC(=O)CSc1ncnc2c1cnn2-c1ccccc1	-91	9	-22	12	11	25	18	9
Cc1ccc(CN2CCN(/N=C/c3ccco3)CC2)c(C)c1	-11	3	-1	-28	-3	-4	-5	-3
O=C(c1ccco1)N1CCN(C(=S)Nc2ccc(Br)cc2Cl)CC1	4	-1	0	-16	-2	-8	0	-1
COc1ccc(NC(=O)c2cccs2)cn1	-1	2	2	10	-5	4	-10	-6
CC(=NC1CCCC1)c1c(C)[nH]n(-c2nc3ccccc3s2)c1=O	-108	8	-88	0	-47	4	-3	-6
Cn1c(=O)c2c(ncn2CC(=O)Nc2ccccc2Sc2ccccc2)n(C)c1=O	-9	-1	10	17	-2	12	2	4
Cc1c(/C=N\NC(=O)c2cccc(F)c2)cnn1C	0	-6	4	1	-6	-13	-29	0
O=C(Nc1nc2c(s1)CN(Cc1ccccc1)CC2)c1c(F)cccc1F	-15	4	-11	11	·	2	-16	-1
CCOC(=O)c1cnc(-n2nc(C)cc2C)nc1Nc1ccc(N(C)C)cc1	-7	15	-9	7	19	-2	5	22
O=C(CSc1nnc2c(n1)[nH]c1ccccc12)N1CCCCC1	15	9	6	-12	21	-16	-5	-5
Cc1onc(-c2ccccc2Cl)c1C(=O)Nc1ccc2c(c1)OCO2	-3	11	-29	16	-43	-2	-4	4
NS(=O)(=O)c1cccc(NC(=O)COC(=O)CCC2CCCC2)c1	-5	5	8	7	-2	2	-1	2
COCC(=O)Nc1nc(-c2ccc(-c3ccccc3)cc2)cs1	-43	-10	-34	-23	-118	7	-1	-10
CCOc1ccc(CCNC(=O)Nc2ccccc2C)cc1OCC	7	-3	-7	-8	12	-3	-7	1

CCR6 antagonist, what is marked active above
canonical_smiles | 697 NFkB inh | CCR6 antagonist | Jurkat NFkB inh | APJ antag | UBC13 inh | EBI2 antag | CXCR6 inh
C=CCn1nc([N+](=O)[O-])nc1Sc1cccc2cccnc12 | -17 | 64* | 10 | 27 | -20 | 36 | 47*

(next part)
SMILES	697 NFkB inh	CCR6 antagonist	Jurkat NFkB inh	APJ antag	Gli-Sufu antag	UBC13 inh	EBI2 antag	CXCR6 inh
CCOc1cc(CN2CCCC(N3CCN(c4ccc(F)cc4)CC3)C2)ccc1OC (stereo not drawn)	-30	8	-6	2	13	-11	-3	4
Cc1ccc(NC(=O)CN2C(=O)N/C(=C\c3ccco3)C2=O)cc1	11	2	3	16	1	-7	-3	0
COc1ccccc1-n1c(CNC(=O)c2cccs2)n[nH]c1=S	9	0	-5	1	2	1	4	-16
O=C(CN1CCN(c2ccccc2)CC1)Nc1cccc(C(F)(F)F)c1	3	11	-6	4	-6	6	8	-7
O=C(CCn1c(=O)[nH]c2ccccc2c1=O)N1CCN(c2ccc(Cl)cc2)CC1	4	-2	8	14	5	-18	1	-8

Grouped by structure: the compounds so far with a halogen
SMILES	697 NFkB inh	CCR6 antagonist	Jurkat NFkB inh	APJ antag	Gli-Sufu antag	UBC13 inh	EBI2 antag	CXCR6 inh
COC(=O)C1Sc2[nH]c(=O)sc2C(c2ccc(Cl)cc2)C1C(=O)OC (stereo not drawn)	1	8	-8	-60	5	-4	-5	4
Cc1c(Cl)cccc1NC(=O)COC(=O)C12CC3CC(CC(O)(C3)C1)C2	16	17	-1	6	-7	-8	-10	2
CC(C)(C)c1ccc(C(=O)NCCC(=O)Nc2cc(Cl)ccc2N2CCOCC2)cc1	-11	8	-6	-19	8	10	22	13
O=C(CNC(=O)c1cccs1)c1ccc(Cl)cc1	-126	12	-117	-24	-75	4	11	10
CCOc1ccccc1/C=C/C(=O)c1ccc(Cl)cc1	0	10	-19	6	-12	5	12	5
Cc1cc(Cl)c(S(=O)(=O)NCC2CCCO2)cc1OCC(N)=O (stereo not drawn)	-19	-6	-3	13	3	-11	-8	-4
Cc1ccc(Oc2ccc(Cl)cc2NC(=O)c2cnccn2)cc1	-25	8	1	-5	7	9	-1	-3
Cc1ccc(NS(=O)(=O)c2ccc(Cl)c(C(=O)O)c2)cc1S(=O)(=O)N1CCOCC1	10	12	-11	11	-3	-5	-4	2
CC1(C)Cc2c(cnn2-c2ccc(F)cc2)C(NC(=O)CN2CCCCC2=O)C1 (stereo not drawn)	18	8	2	19	8	1	-2	-9
O=C(c1ccco1)N1CCN(C(=S)Nc2ccc(Br)cc2Cl)CC1	4	-1	0	-16	-2	-8	0	-1
Cc1c(/C=N\NC(=O)c2cccc(F)c2)cnn1C	0	-6	4	1	-6	-13	-29	0
O=C(Nc1nc2c(s1)CN(Cc1ccccc1)CC2)c1c(F)cccc1F	-15	4	-11	11	·	2	-16	-1
Cc1onc(-c2ccccc2Cl)c1C(=O)Nc1ccc2c(c1)OCO2	-3	11	-29	16	-43	-2	-4	4
CCOc1cc(CN2CCCC(N3CCN(c4ccc(F)cc4)CC3)C2)ccc1OC (stereo not drawn)	-30	8	-6	2	13	-11	-3	4
O=C(CN1CCN(c2ccccc2)CC1)Nc1cccc(C(F)(F)F)c1	3	11	-6	4	-6	6	8	-7
O=C(CCn1c(=O)[nH]c2ccccc2c1=O)N1CCN(c2ccc(Cl)cc2)CC1	4	-2	8	14	5	-18	1	-8
